proCasp3 act: procaspase-3 (human) activation; AID 463141; P42574; recombinant procaspase-3 D3A, Ac-DEVD-pNA absorbance 405 nm; 0.11% of 330,000 active; activation, % at 8.5 µM;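 active = activation above the mean of all tested compounds plus 3 SD, cut at about 21% in these data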;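 note: 0% = DMSO alone and 100% = DMSO wells spiked with extra 5 µM PC-3 D3A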
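Assay system: Autoprocessing-dead procaspase-3 D3A mutant enzyme; also added: Ac-DEVD-pNA; doses: one concentration, 8.5 µM nominal, 0.8% DMSO; times: 1 h compound preincubation, 2 h substrate hydrolysis at 25 °C; technique: 405 nm absorbance of p-nitroaniline, reads at 0 and 120 min; measure: % activation between DMSO and enzyme-spiked controls; repeats: single replicate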
CTSL1 counter: blocks F. hepatica cathepsin L1 in PFM18AAP counter-screen. recombinant F. hepatica cathepsin L1, Z-Leu-Arg-MCA fluorescence. inhibition, % at 5.96 µM. 0.49% of 300,000 active;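 active = inhibition above the mean of all tested compounds plus 3 SD, set per screening campaign, cut at about 17% in these data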;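 note: 0% = plate median of test compound wells and 100% = 1 µM Z-Phe-Ala-diazomethylketone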
proCasp7 act: counter-screen for procaspase-3 activators: activators of human procaspase-7. P55210. recombinant procaspase-7, Ac-DEVD-pNA absorbance 405 nm; D23A/D198A/D206A triple mutant, cannot self-cleave; scale: DMSO 0, 5 µM enzyme 100. activation, % at 8.5 µM. 0.093% of 330,000 active. AID 463210;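 active = percent activation above the screen-wide mean plus 3 SD, cut at about 25% in these data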
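signal = Epi-absorbance of released pNA at 405 nm, two timepoints | assay system = Uncleavable procaspase-7 mutant enzyme | reagent = Ac-DEVD-pNA substrate, 400 µM as added | times = 1 h enzyme–compound preincubation and 2 h substrate reaction, both 25 °C | benchmarks = low DMSO alone, high DMSO plus 5 µM PC-7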
PP1 inh: counter-screen for PP5 inhibitors: inhibitors of human PP1-alpha | P62136 | purified PP1alpha, OMFP fluorescence | inhibition, % at 6.7 µM | 0.9% of 320,000 active | AID 2235;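 active = inhibition above the mean inhibition of all tested compounds plus 3 SD, computed separately for each screening campaign, cut at about 15% in these data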
Target sequence (P62136 whole entry, looked up): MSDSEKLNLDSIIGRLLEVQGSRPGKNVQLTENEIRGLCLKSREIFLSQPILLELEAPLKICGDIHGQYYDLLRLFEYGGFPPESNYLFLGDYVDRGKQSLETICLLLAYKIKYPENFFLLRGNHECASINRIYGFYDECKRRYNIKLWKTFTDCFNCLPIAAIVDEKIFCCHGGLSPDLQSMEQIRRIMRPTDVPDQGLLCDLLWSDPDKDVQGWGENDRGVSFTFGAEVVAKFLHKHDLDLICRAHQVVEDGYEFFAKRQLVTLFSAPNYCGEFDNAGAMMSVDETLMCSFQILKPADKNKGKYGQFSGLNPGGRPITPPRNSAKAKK
GASC-1 inh: blocks human GASC-1 demethylase activity. Q9H3R0. GST-JMJD2C(1-420) H3K9me3 demethylation, DELFIA europium. inhibition, % at 2.35 µM. 0.069% of 330,000 active;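 active = more than half of a compound's replicate wells show inhibition beyond 50%, single wells judged on their own value; inconclusive = some, but no more than half, of replicates pass 50% inhibition; inactive = no replicate passes 50% inhibition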;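 note: signal counts dimethyl H3K9 product captured on neutravidin plate; 0% = median of DMSO wells and 100% = 0.3 times that DMSO median; strong numbers were not always called active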
PP5 inh: PP5 (human) phosphatase inhibition; P53041; purified PP5c, OMFP substrate fluorescence; inhibition, % at 6.7 µM; 0.18% of 320,000 active;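 active = inhibition above the campaign's mean inhibition across all tested compounds plus 3 SD, cut at about 9.5% in these data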;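 note: 0% = DMSO only and 100% = 100 µM cantharidin control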
Target sequence (P53041 whole entry, looked up): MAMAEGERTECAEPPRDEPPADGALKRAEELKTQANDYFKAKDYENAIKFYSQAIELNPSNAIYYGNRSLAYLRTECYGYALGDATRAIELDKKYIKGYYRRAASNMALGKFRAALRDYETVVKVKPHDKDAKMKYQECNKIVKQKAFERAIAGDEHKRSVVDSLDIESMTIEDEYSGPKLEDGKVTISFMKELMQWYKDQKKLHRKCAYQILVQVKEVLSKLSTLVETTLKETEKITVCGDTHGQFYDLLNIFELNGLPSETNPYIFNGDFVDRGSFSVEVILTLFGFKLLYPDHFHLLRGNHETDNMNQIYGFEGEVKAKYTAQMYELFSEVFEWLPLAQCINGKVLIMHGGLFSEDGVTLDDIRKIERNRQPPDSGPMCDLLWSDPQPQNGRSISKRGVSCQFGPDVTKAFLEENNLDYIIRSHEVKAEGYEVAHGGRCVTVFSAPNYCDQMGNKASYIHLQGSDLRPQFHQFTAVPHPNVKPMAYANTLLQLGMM
core dimer inh: blocks dimerization of HCV core protein | 0.33% of 300,000 active | inhibition, % at 5 µM | TR-FRET GST/Flag-core106 dimerization, 1536-well;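 active = inhibition above the mean of all tested compounds plus 3 SD, set per screening campaign, cut at about 45% in these data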
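assay system = GST-tagged and Flag-tagged HCV core protein residues 1-106 | controls = unlabelled core106 and no-GST-core106 wells | incubation = compound-protein-antibody incubation 4 h at 22.5 °C | probe or stimulus = Eu donor and XL665 acceptor anti-tag antibodies | read-out = % inhibition based on acceptor/donor emission ratio | signal = TR-FRET 671 and 617 nm emission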
GRK2 aptamer HTS: inhibitors of human GRK2 displacing RNA aptamer; 0.59% of 330,000 active; bead flow cytometry, FAM-aptamer displacement from GRK2; inhibition of aptamer binding, % at 10 µM;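 active = inhibition of aptamer binding above 40%, roughly 3 SD of noise, on plates passing a quality check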;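 note: median bead fluorescence of bound FAM aptamer so fluorescent compounds give negative values; no value below 0 was filed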
VLA-4 inh: inhibition in a human VLA-4 binding assay | inhibition, % (about 7 µM as worked out from the volumes in the protocol) | P13612 | AID 2557 | VLA-4 expressing cells, ligand binding flow cytometry | 0.2% of 330,000 active; in the data active = inhibition above about 50%
* marks the source's active call; other numbers are inactive results; u = inconclusive; x = not tested or not shown.

SMILES | proCasp3 act | CTSL1 counter | proCasp7 act | PP1 inh | GASC-1 inh | PP5 inh | core dimer inh | GRK2 aptamer HTS | VLA-4 inh
Cc1[nH]c(C)c(S(=O)(=O)Nc2ccccc2)c1C(=O)N1CCCC1 | -8 | 0 | 16 | 2 | 5 | 1.2 | 6 | 2 | 19
O=C(Nc1ccncc1)c1sc2ccccc2c1Cl | 0 | 0 | -12 | 2 | -21 | 2.2 | 3 | 0 | 5
CC(C)c1ccc(N(C(=O)CNC(=O)c2ccco2)C(C(=O)NC2CCCC2)c2cccnc2)cc1 (stereo not given) | 8 | -2 | -7 | -2 | -4 | -2.2 | 9 | 2 | 1
COCCn1c(=NC(=O)CSC(C)=O)sc2cc(OC)ccc21 | 4 | -17 | 1 | 0 | -9 | -0.6 | 0 | 1 | 5
COC(=O)c1c(C)oc(C)c1S(=O)(=O)N(Cc1ccccc1)C(C)C | -4 | 0 | -7 | -4 | 0 | -1.1 | 5 | 4 | 14
CCOCc1c(C(=O)Nc2ccc3nc(N4CCOCC4)sc3c2)oc2ccccc12 | -4 | x | 5 | -1 | -2 | 4.1 | x | 3 | -6
NC(=NC(=O)c1ccccc1)N1CCOCC1 | 6 | -3 | -6 | -4 | 6 | 0.7 | 1 | 0 | 19
CCOCc1c(C(=O)Nc2cc(OCC)c(N3CCOCC3)cc2OCC)oc2ccccc12 | 3 | -4 | -5 | -3 | 24 | 3.0 | 0 | 1 | 2
CC(=O)c1sc(N/N=C\c2ccccc2O)nc1C | -28 | 5 | -18 | 1 | -5 | 1.8 | -21 | 3 | -9
O=C(NCCN1CCOCC1)c1ccc2c(c1)N(Cc1ccc(Cl)cc1)C(=O)CS2 | 2 | -1 | -7 | -3 | -3 | 1.0 | -4 | 0 | 6
NC(=O)Nc1ccccc1C(=O)N1CCC(O)(c2ccc(Cl)cc2)CC1 | 2 | -3 | -3 | -1 | 1 | 1.3 | -5 | 0 | 2
c1ccc([C@H]2CN3C(=N2)Sc2ccccc23)cc1 | -2 | x | 0 | -1 | 2 | 0.8 | x | 0 | 2
Cc1c(C(=O)C(=O)N2c3ccc(F)cc3CCC2C)c2ccccc2n1C (stereo not given) | 2 | 3 | -9 | -1 | -10 | 3.2 | 3 | 1 | -6
C/C(N)=C(/C#N)C(=O)COC(=O)Cc1coc2cc(C)ccc12 | 7 | -3 | -6 | -2 | -2 | 1.4 | -5 | 14 | -23
COCn1cnc(-c2ccccc2)c1-c1ccccc1 | 8 | -5 | 3 | -4 | -1 | 0.4 | -4 | 1 | -7
CCCCS(=O)(=O)N1CCCC(C(=O)N2CCOCC2)C1 (stereo not given) | 5 | -1 | -1 | 2 | -6 | -0.3 | -4 | 1 | -2
O=C(NCc1ccccc1Br)c1ccc2c(c1)OCCO2 | 11 | -1 | 21 | 5 | -43 | -0.5 | 4 | 0 | 2
COc1ccc(S(=O)(=O)N(C)CC(=O)Nc2cccc(C(C)=O)c2)cc1C | -7 | -3 | 8 | -2 | 18 | 4.6 | 0 | 0 | 30
O=C(NC1CC1)C1CCN(C(=O)c2ccc(Cl)cc2Cl)CC1 | -8 | 0 | -2 | -3 | -4 | -2.5 | -1 | 0 | 3
CCCn1c(C2CC(=O)N(c3ccc(C)cc3)C2)nc2ccccc21 (stereo not given) | -10 | 0 | 8 | 0 | 0 | 2.4 | -2 | 0 | -4
C=CCNC(=O)c1onc(CSc2ccccc2CC)c1C(=O)O | 4 | -1 | 0 | 4 | 10 | -1.1 | 8 | 1 | 0
O=S(=O)(c1cccc(S(=O)(=O)N2CCC(n3nnc4ccccc43)CC2)c1)N1CCCCC1 | -2 | -1 | -1 | 1 | -3 | 4.3 | 14 | 5 | -12
Cc1ccc(NC(=O)CSCC(=O)Nc2cccc3ncccc23)cc1 | 8 | 1 | -1 | -5 | 60 | 1.5 | 5 | 3 | 1
COc1ccc(CC(NC(C)=O)C(=O)NC2CCN(S(=O)(=O)c3cccc4ccccc34)CC2)cc1OC (stereo not given) | -12 | 1 | 0 | -4 | -31 | -0.2 | 4 | 0 | 2
O=C(CN1CCN(c2ccc(F)cc2)CC1)NCc1ccc(F)cc1 | 4 | 2 | 9 | 2 | x | -0.1 | -9 | 4 | 7
Later entries
SMILES | proCasp3 act | CTSL1 counter | proCasp7 act | PP1 inh | GASC-1 inh | PP5 inh | core dimer inh | GRK2 aptamer HTS | VLA-4 inh
CCN(CC(=O)Nc1ccc(NC(C)=O)cc1)C(=O)/C=C/c1cn(Cc2ccccc2)nc1-c1cccnc1 | -2 | 0 | 4 | -1 | 13 | -3.2 | 2 | 0 | 23
CC(C)(C)C1CCC(OC(=O)c2ccncc2)CC1 (stereo not given) | 4 | 2 | -3 | -3 | 22 | 0.7 | 4 | 0 | 6
CCCSC1=C(C#N)C(c2cccnc2)C(C(=O)OCC)=C(c2ccccc2)N1 (stereo not given) | 0 | 1 | 6 | 3 | -3 | 2.6 | 6 | 0 | 3
CCCC(c1nnnn1Cc1ccc2c(c1)OCO2)N1CCC(C(N)=O)CC1 (stereo not given) | -8 | 3 | 7 | -1 | 22 | -0.6 | -1 | 0 | 10
N#Cc1c(-c2ccc(Cl)cc2)c2c([nH]c1=S)CCCC2 | 2 | 6 | -10 | 2 | 1 | -1.8 | 12 | 0 | 8
Cn1c(=O)c2cc(S(=O)(=O)Nc3ccc4c(c3)OCO4)ccc2n(C)c1=O | 7 | 4 | 6 | -1 | -2 | 2.8 | -3 | 0 | 7
CCc1nnc(NC(=O)CCN(c2cc(C)cc(C)c2)S(=O)(=O)c2ccc(Cl)cc2)s1 | -3 | 0 | 7 | -1 | 0 | 3.1 | 4 | 1 | 30
COc1ccc(C(=O)Nc2ccc3nc(N4CCCCC4)cc(C)c3c2)cc1OC | -4 | 5 | 4 | -1 | 9 | 2.0 | -3 | 0 | -4
Cc1ccc(NC(=O)CCN2C(=O)CSC2=O)c(C)c1 | 3 | -2 | 6 | -1 | 5 | 1.6 | -2 | 1 | 18
COc1cc2c(cc1OC)[C@H](C)N(C(=O)NCc1ccccc1)CC2 | 2 | 0 | 1 | -4 | u | -0.8 | 1 | 0 | 14
CCOC(=O)C1CCN(C(=O)COc2ccc(S(=O)(=O)N3CCOCC3)cc2C)CC1 | -2 | -4 | 2 | -2 | 19 | -1.8 | -9 | 1 | 2
COC(=O)CSc1ncnc2scc(-c3ccccc3)c12 | 6 | 1 | -21 | -4 | 3 | 0.1 | 1 | 2 | 0
O=C(Cc1ccccc1)NNC1CC(=O)N(c2ccc(Oc3ccccc3)cc2)C1=O (stereo not given) | -9 | -5 | -3 | 1 | -5 | -0.8 | 1 | 3 | 0
CC(=O)Nc1ccc(S(=O)(=O)N2CCN(C(=O)c3ncoc3-c3cccc(F)c3)CC2)cc1 | 6 | -1 | 0 | 2 | -8 | 0.5 | -5 | 4 | -2
O=C1c2ccccc2NC(c2ccc3c(c2)OCO3)N1O (stereo not given) | 6 | 7 | -6 | -1 | 1 | 1.7 | -2 | 0 | 1
Cc1[nH]c2ccccc2c1C1C(c2ccccc2)=NN=C(C(C)C)N1O (stereo not given) | -5 | -2 | -14 | 7 | 1 | -4.1 | 3 | 2 | -9
CC(=O)Nc1ccc(Oc2ccc3nc(C)[nH]c3c2)cc1 | -7 | -3 | 10 | -4 | -2 | 3.0 | 7 | 0 | 2
Cc1ccc(-c2nc(=S)c3c(n2CC2CCCO2)CC(C)(C)OC3)cc1 (stereo not given) | -1 | 2 | 8 | -1 | -8 | 0.3 | 14 | 2 | 3
Cc1cccc(Nc2nc(N)c([N+](=O)[O-])c(N3CCOCC3)n2)c1 | 4 | 7 | -9 | -3 | -5 | 3.7 | -4 | 3 | -20
O=C(NC(Cc1ccccc1)C(=O)O)/C(=C/c1ccc(Cl)cc1)NC(=O)c1ccccc1 (stereo not given) | -2 | 1 | -6 | -3 | -5 | 1.0 | 9 | 0 | 13
CCOc1ccc(OCCCC(=O)N(CC)CC(=O)Nc2c(F)cccc2F)cc1 | -2 | x | -3 | -3 | -3 | 0.1 | x | 8 | 8
COc1ccc(CNC(=O)CN(C(=O)c2csnn2)c2cccc(C(C)=O)c2)cc1 | -4 | 0 | -14 | -2 | -4 | 0.2 | 4 | 3 | 0
O=C(CSc1nc(C2CCCCC2)nc2ccccc12)NCc1ccc2c(c1)OCO2 | 2 | 3 | 1 | -2 | 0 | 1.9 | 20 | 4 | 0
CN(C)C(=O)c1cn(-c2ccccc2)nc1-c1cccs1 | -2 | -2 | -2 | 0 | 5 | -2.1 | 2 | 4 | 6

Grouped by structure: those above containing a cyano group (3)
SMILES | proCasp3 act | CTSL1 counter | proCasp7 act | PP1 inh | GASC-1 inh | PP5 inh | core dimer inh | GRK2 aptamer HTS | VLA-4 inh
C/C(N)=C(/C#N)C(=O)COC(=O)Cc1coc2cc(C)ccc12 | 7 | -3 | -6 | -2 | -2 | 1.4 | -5 | 14 | -23
CCCSC1=C(C#N)C(c2cccnc2)C(C(=O)OCC)=C(c2ccccc2)N1 (stereo not given) | 0 | 1 | 6 | 3 | -3 | 2.6 | 6 | 0 | 3
N#Cc1c(-c2ccc(Cl)cc2)c2c([nH]c1=S)CCCC2 | 2 | 6 | -10 | 2 | 1 | -1.8 | 12 | 0 | 8

In the list so far, these contain a Cl atom:
SMILES | proCasp3 act | CTSL1 counter | proCasp7 act | PP1 inh | GASC-1 inh | PP5 inh | core dimer inh | GRK2 aptamer HTS | VLA-4 inh
O=C(Nc1ccncc1)c1sc2ccccc2c1Cl | 0 | 0 | -12 | 2 | -21 | 2.2 | 3 | 0 | 5
O=C(NCCN1CCOCC1)c1ccc2c(c1)N(Cc1ccc(Cl)cc1)C(=O)CS2 | 2 | -1 | -7 | -3 | -3 | 1.0 | -4 | 0 | 6
NC(=O)Nc1ccccc1C(=O)N1CCC(O)(c2ccc(Cl)cc2)CC1 | 2 | -3 | -3 | -1 | 1 | 1.3 | -5 | 0 | 2
O=C(NC1CC1)C1CCN(C(=O)c2ccc(Cl)cc2Cl)CC1 | -8 | 0 | -2 | -3 | -4 | -2.5 | -1 | 0 | 3
N#Cc1c(-c2ccc(Cl)cc2)c2c([nH]c1=S)CCCC2 | 2 | 6 | -10 | 2 | 1 | -1.8 | 12 | 0 | 8
CCc1nnc(NC(=O)CCN(c2cc(C)cc(C)c2)S(=O)(=O)c2ccc(Cl)cc2)s1 | -3 | 0 | 7 | -1 | 0 | 3.1 | 4 | 1 | 30
O=C(NC(Cc1ccccc1)C(=O)O)/C(=C/c1ccc(Cl)cc1)NC(=O)c1ccccc1 (stereo not given) | -2 | 1 | -6 | -3 | -5 | 1.0 | 9 | 0 | 13

Screens: PubChem BioAssay, several laboratories
